TexasRed fluor: Texas Red fluorescence interference in TRb-SRC2 counter-screen; Potency, µM (series often up to 106 µM), inactives show top-dose fluorescence change, negative = quenching; hit rate 0.29% among 280,000; TRb/SRC2 Texas Red total fluorescence interference; AID 1479; active = well fitted curve in either direction with a large enough effect; inconclusive = small, poorly fitted or top-dose-only effect
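Flags fluorescent or light-absorbing compounds by total fluorescence, S + 2P, at 555 nm excitation and 632 nm emission. Mixture: 20 nM Texas Red SRC2 peptide, 0.6 uM human TRb LBD, 1 uM T3, 5% DMSO; compound exposure 5 h at ambient temperature.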
GoLoco inh red: inhibitors of human Gai1-RGS12 GoLoco interaction (red fluorophore). P63096. AID 880. hit rate 0.44% among 230,000. Potency, µM (highest dose often 61.6 µM), for the others: top-dose activity, negative = inhibition, actives largely listed as inhibitors. Gai1:RGS12 GoLoco peptide FP, rhodamine, 10 min; active = well fitted inhibition curve with a large enough effect, not every such curve was filed as active; inactive = no such curve, though single readings can be large or run the other way; also: nearly all actives have a fitted effect of over 30% in size; many of its hits are not listed in these tables
Target sequence (P63096 whole entry, looked up): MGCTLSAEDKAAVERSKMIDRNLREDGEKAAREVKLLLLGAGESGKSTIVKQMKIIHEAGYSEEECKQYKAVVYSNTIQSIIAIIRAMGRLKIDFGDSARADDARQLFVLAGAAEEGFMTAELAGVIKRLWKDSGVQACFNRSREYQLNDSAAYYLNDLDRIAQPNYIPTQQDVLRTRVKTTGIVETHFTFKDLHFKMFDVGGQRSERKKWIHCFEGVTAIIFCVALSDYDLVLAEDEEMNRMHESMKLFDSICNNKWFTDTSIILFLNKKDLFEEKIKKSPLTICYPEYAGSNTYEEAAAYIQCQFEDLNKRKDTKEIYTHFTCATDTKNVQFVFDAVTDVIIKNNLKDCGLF
GAA glycogen: GAA glycogen-cleavage inhibition or activation; P10253; recombinant GAA, glycogen substrate, Amplex Red glucose oxidase fluorescence; Potency, µM (highest dose often 76.4 µM), for inactives: at the highest dose activity change, negative = inhibition, hits mostly inhibitors; hit rate 0.38% among 300,000; AID 2100;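 also: 0% = full enzyme reaction and -100% = no-enzyme basal signal; the screen sought inhibitors and activators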
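Natural-substrate format: glycogen cleavage by 4 nM human enzyme, glucose read by Amplex Red coupling (Ex 573, Em 610 nm). Normalized to enzyme and no-enzyme controls.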
GAA inh: blocks human lysosomal alpha-glucosidase | P10253 | purified human GAA, 4-MU-alpha-glucoside fluorescence | Potency, µM (top dose mostly 76.9 µM), without a hit: at the highest dose activity change, negative = inhibition, most hits filed as inhibitors | hit rate 0.005% among 200,000 | AID 1466;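 also: plate controls were uninhibited enzyme wells for no effect and no-enzyme background for full effect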
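Activity normalized between no-enzyme (basal) and enzyme-only wells. Conditions: 4 nM human enzyme, 400 uM fluorogenic substrate, citrate/phosphate pH 5.0 with Tween-20, 20 min room temperature, compounds up to 77 uM.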
RECQ1 helicase: inhibitors of human RECQ1 DNA helicase. P46063. RECQ1 DNA unwinding, red fluorescence kinetic read. Potency, µM (titrated, usually from 57.3 µM), for inactives: top-dose activity, negative = inhibition, usual class: inhibitors. hit rate 0.54% among 240,000;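 also: plate controls were vehicle for no effect and no enzyme for full effect; nearly all actives have a fitted effect of over 30% in size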
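50 nM RECQ1T1 preincubated 15 min with compound in Tris pH 8.0 buffer with MgCl2, DTT, Tween-20 and 2.5 ug/ml poly(dI-dC); started with 200 nM TAMRA/BHQ-2 forked duplex and 2 mM ATP. Unwinding read as fluorescence (525/598 nm), two reads 2 h apart.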
GAA spleen mod: lysosomal alpha-glucosidase (human) modulation | human spleen homogenate, 4-MU-alpha-glucoside fluorescence | Potency, µM (highest dose often 79.9 µM), for inactives: at the highest dose activity change, negative = inhibition, hits mostly inhibitors | P10253 | hit rate 0.006% among 240,000 | AID 2112;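 also: 0% = enzyme with vehicle and -100% = no enzyme basal signal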
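Human spleen homogenate (1 ug) incubated with compounds and 1 mM 4-methylumbelliferyl-alpha-D-glucopyranoside in pH 5.0 citrate/phosphate buffer, 37 C, 40 min. Stopped at pH 10; 4-MU fluorescence (Ex 365/Em 440 nm); AC50 by Hill fit.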
TRb SRC2 PPI: inhibitors of human thyroid hormone receptor beta-SRC2 interaction; P10828; TRbeta-SRC2 peptide binding, fluorescence polarization; receptor liganded with 1 µM T3; Potency, µM (titrated, usually from 106 µM), without a hit: top-dose activity change, negative = inhibition, usual class: inhibitors; hit rate 0.065% among 280,000; AID 1469;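 also: plate controls were bound peptide for no effect and peptide without receptor for full effect; nearly all actives have a fitted effect of over 50% in size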
Target sequence (P10828 whole entry, looked up): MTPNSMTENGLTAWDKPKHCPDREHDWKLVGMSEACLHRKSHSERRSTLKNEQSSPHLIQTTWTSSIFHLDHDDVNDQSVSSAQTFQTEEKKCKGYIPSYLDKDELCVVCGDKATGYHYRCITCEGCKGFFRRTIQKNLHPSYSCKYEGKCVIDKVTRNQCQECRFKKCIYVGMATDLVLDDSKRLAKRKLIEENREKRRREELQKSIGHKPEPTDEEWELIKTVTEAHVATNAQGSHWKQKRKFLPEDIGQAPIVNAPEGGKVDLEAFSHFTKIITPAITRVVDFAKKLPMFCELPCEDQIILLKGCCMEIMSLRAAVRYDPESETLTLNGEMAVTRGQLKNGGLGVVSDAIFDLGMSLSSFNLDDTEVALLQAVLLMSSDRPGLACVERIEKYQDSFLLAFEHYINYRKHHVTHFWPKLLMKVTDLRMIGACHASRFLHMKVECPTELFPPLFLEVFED
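Quantitative HTS by FP: 0.6 uM TRb LBD, 20 nM labeled SRC2 20-mer, 1 uM T3, 5% DMSO; 5 hr ambient incubation; % activity per concentration and potencies from concentration series.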
L3MBTL1 block: blocks human L3MBTL1. AlphaScreen L3MBTL1–H3K9me1 peptide binding. hit rate 0.66% among 230,000. Q9Y468. Potency, µM (titrated, usually from 57.1 µM), without a hit: top-dose activity, negative = inhibition, actives largely listed as inhibitors; also: nearly all actives have a fitted effect of over 60% in size
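L3MBTL1 (50 nM) pre-complexed 30 min with biotinylated H3(1-15)K9me1 peptide (75 nM), then compounds added for 30 min at room temperature; AlphaScreen streptavidin donor/nickel chelate acceptor beads (10 ug/mL final) read after 30 min dark incubation.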
Starred values were filed as active, the others as inactive; i = inactive; ? = inconclusive; nt = not tested or not shown; [ ] = another dose, or the depositor's remark. Unless noted, calls follow the shape of the dose curve; as a rule, active = well fitted curve in the direction sought with a large enough effect; inconclusive = small, poorly fitted or top-dose-only effect, or another doubt; inactive = no such curve, though single readings can be large; an effect the other way counts as inactive or inconclusive. Unless noted, % is scaled to controls: 0 for no effect and ±100 for the full control effect; potency is read from the fitted curve at half-maximal effect.

Every second line gives: GAA inh	GAA spleen mod	RECQ1 helicase	GoLoco inh red	TexasRed fluor	GAA glycogen	L3MBTL1 block	TRb SRC2 PPI
C1CCN(C2CCN(c3nc4nonc4nc3N3CCSCC3)CC2)C1
 : -10%	6%	-4%	42%[activator]	-3%	2%	?	2%
Cn1c(=O)oc2cc(S(=O)(=O)NCc3ccc(C(=O)O)cc3)ccc21
 : nt	7%	-6%	38%[activator]	-1%	5%	nt	0%
O=C(CNC(=S)N(Cc1ccccc1)Cc1cccnc1)NC1CCCCC1
 : -2%	2%	-2%	-11%	1%	-1%	7%	-2%
Cc1nn2c(-c3ccccc3)nnc2c2ccccc12
 : 3%	-6%	-5%	3%	3%	1%	10%	-7%
COC(C[C@@H](O)CC(=O)COCc1ccccc1)OC
 : nt	-6%	i	-5%	0%	2%	nt	6%
COc1ccc(N(CC(=O)NCc2ccccc2)C(=O)CCC(=O)Nc2cc(C)ccn2)c(OC)c1
 : nt	-4%	-11%	-4%	3%	1%	nt	-6%
CCOC(=O)c1c(C)[nH]c(C)c1C(=O)COC(=O)c1ccc(Cl)c(S(N)(=O)=O)c1
 : -3%	-3%	-14%	11%	-1%	3%	nt	-10%
CC1=C(C(=O)OCC2CCCO2)C(c2ccccc2Cl)NC(=O)N1 (stereo unspecified)
 : 2%	-2%	-5%	-19%	0%	-3%	-20%	-1%
Cc1cccc(C(=O)NC2CCN(CC(=O)Nc3ccc4c(c3)OCO4)CC2)c1
 : -17%	-7%	-3%	9%	0%	9%	-8%	2%
CCn1c(SCc2cccc(C(F)(F)F)c2)nnc1-c1ccco1
 : 2%	2%	-8%	10%	0%	2%	-16%	-7%
CC1(C)CC(=O)c2c(Cc3ccccc3)noc2C1
 : -6%	2%	-14%	3%	-1%	4%	-12%	-15%
CCC(C)NC(=O)c1cc(-c2ccccc2O)on1 (stereo unspecified)
 : -8%[15.4 µM]	-15%	-2%	2%	-1%	6%	6%	2%
Cc1nc(Cl)sc1C(=O)O
 : -11%	-5%	-10%	-14%	-1%	5%	-7%	1%
O=C(COC(=O)C1(c2ccc(Cl)cc2)CCCC1)Nc1ncc(C(F)(F)F)cc1Cl
 : -4%	-5%	-7%	4%	1%	-12%	19%	-1%
O=C(c1cc(COc2c(F)cccc2F)on1)N1CCC(c2ccccc2F)C1 (stereo unspecified)
 : -1%	-6%	-12%	-12%	-4%	-9%	40%[activator]	12%
O=C(Nc1nccs1)c1cc(S(=O)(=O)N2CCCCC2)ccc1Cl
 : -2%	1%	i	-8%	-3%	-7%	nt	1%
Cc1ccc(-n2nc(C)c(/C=N/NC(=O)c3cccnc3)c2Cl)cc1
 : 5%	4%	2%	-3%	-1%	-2%	6%	2%
CCn1c(=S)[nH]c2nc3c(cc2c1=O)CCCC3
 : 0%	-8%	-18%	4%	1%	3%	3%	3%
Cc1noc(C)c1CSc1ncnc2sc3c(c12)CCCCC3
 : -12%	1%	i	10%	-4%	-2%	11%	7%
CC(C)(C)N1NC(=O)Nc2ccccc2C1=O
 : -2%	-5%	i	-2%	-1%	-1%	nt	-6%
COc1ccccc1C(=O)COC(=O)c1ccc(N(C)C)cc1
 : 3%	5%	-15%	5%	-2%	-10%	-2%	-11%
CCOC(=O)N1CC=C2C(C#N)=C(N)C(C#N)(C#N)[C@H](c3ccc(OCC)c(OCC)c3)[C@H]2C1
 : -5%	-1%	-3%	11%	1%	7%	nt	0%
CC(C)(C)OC(=O)[C@H](Cc1ccccc1)NC(=O)c1nc[nH]c1C(=O)NC1CCN(C(=O)OC(C)(C)C)CC1
 : nt	-18%	-19%	-2%	0%	-21%	-21%	2%
Cc1cc(Oc2ccccc2)nc(SCC(N)=O)n1
 : 3%	2%	-5%	-3%	-4%	7%	4%	-9%
Cc1cc(NC(=O)Nc2cccc([N+](=O)[O-])c2)no1
 : -7%	-4%	-3%	-2%	-5%	26%	-3%	-6%
CC(=O)c1cccc(S(=O)(=O)N(Cc2cc3cc4c(cc3[nH]c2=O)OCCO4)CC2CCCO2)c1 (stereo unspecified)
 : 0%	-5%	-4%	5%	-1%	4%	11%	0%
COc1cc(/C=N/Nc2ccccc2[N+](=O)[O-])ccc1OC(=O)c1ccccc1F
 : 0%	-9%	i	3%	-3%	-5%	-10%	-1%
CN(c1cccc(NS(=O)(=O)c2cccc([N+](=O)[O-])c2)c1)S(C)(=O)=O
 : 14%	6%	i	4%	0%	-3%	8%	5%
CCS(=O)(=O)N1CCC(C(=O)NCc2cccnc2)CC1
 : 3%	-10%	-11%	4%	1%	4%	-6%	-8%
CN(Cc1ccncc1)C1CC(=O)N(c2ccc(F)cc2)C1=O (stereo unspecified)
 : 4%	-5%	13%	21%	1%	7%	-6%	-11%

Record cards, from the list above:
CCOC(=O)N1CC=C2C(C#N)=C(N)C(C#N)(C#N)[C@H](c3ccc(OCC)c(OCC)c3)[C@H]2C1 as listed: GAA inh = -5%; GAA spleen mod = -1%; RECQ1 helicase = -3%; GoLoco inh red = 11%; TexasRed fluor = 1%; GAA glycogen = 7%; L3MBTL1 block = nt; TRb SRC2 PPI = 0%
CCn1c(=S)[nH]c2nc3c(cc2c1=O)CCCC3 as listed: GAA inh = 0%; GAA spleen mod = -8%; RECQ1 helicase = -18%; GoLoco inh red = 4%; TexasRed fluor = 1%; GAA glycogen = 3%; L3MBTL1 block = 3%; TRb SRC2 PPI = 3%

The list goes on.
Every second line gives: GAA inh	GAA spleen mod	RECQ1 helicase	GoLoco inh red	TexasRed fluor	GAA glycogen	L3MBTL1 block	TRb SRC2 PPI
O=C(NCCCN1CCOCC1)/C(=C/c1cccnc1)NC(=O)c1ccccc1
 : 1%	7%	-5%	-10%	-2%	-3%	nt	11%
COC(=O)COc1ccc(S(=O)(=O)N2CCCCCC2)cc1
 : 0%	-1%	-12%	8%	2%	-4%	nt	-3%
COc1ccc(CCC(=O)N2c3ccccc3CC2C)cc1 (stereo unspecified)
 : 1%	-3%	-11%	10%	3%	-6%	7%	-20%
CC(=O)[C@@]1(O)CC[C@H]2[C@@H]3CCC4=CC(=O)CC[C@]4(C)[C@H]3[C@@H](O)C[C@@]21C
 : -7%[15.4 µM]	5%	0%	11%	0%	3%	2%	1%
Cc1nnc(SCC(=O)NNC(=O)c2ccco2)n1-c1cccc(Cl)c1
 : -4%	1%	-3%	-7%	-2%	7%	-12%	3%
CN1CCN(CC(=O)NC2CCCCC2)CC1
 : -4%	-3%	-8%	3%	-2%	1%	nt	-1%
CCCS(=O)(=O)c1nc(S(=O)(=O)c2ccc(C)cc2)c(NCc2ccco2)s1
 : -7%	-3%	-9%	7%	1%	-9%	-10%	12%
COc1ccc(C(=O)OCc2c(C)noc2C)cc1
 : -6%	-3%	i	5%	-1%	-10%	7%	0%
CCc1c(O)nc(SCC(=O)Nc2nc3ccccc3s2)n(-c2ccc(C)cc2)c1=O
 : nt	1%	-6%	4%	0%	0%	nt	-4%
CCOC(=O)c1cnc2c(cnn2C)c1NCCC(O)C(F)(F)F (stereo unspecified)
 : -1%	0%	4%	-6%	-4%	-4%	3%	5%
C=C(C)C(=O)OCCCCCCCCCC
 : nt	0%	-11%	4%	1%	nt	nt	-1%
CCNC(=S)NNC(=O)c1cc(-c2cccc(OC)c2)nc2ccccc12
 : -2%	-1%	3%	6%	-4%	4%	-1%	4%
Cc1cc(C)c(S(=O)(=O)N(C)c2ccccc2)c(C)c1
 : -4%	8%	-1%	9%	0%	1%	nt	1%
c1coc(-c2nnc3sc(C4CCCCC4)nn23)c1
 : -14%	-14%	-12%	-7%	1%	-8%	42%[activator]	-11%
Cc1ccc(C(=O)COC(=O)c2ccc(O)cc2)cc1
 : -15%	3%	-3%	7%	-1%	-3%	nt	7%
O=C(CCC(=O)N1CCN(C2CCCC2)CC1)Nc1nnc(C(F)(F)F)s1
 : -11%	2%	-5%	-12%	0%	16%	9%	-23%
CCC(=O)NCCCCNC(=O)CC
 : -6%	-3%	i	6%	-1%	-15%	-9%[11.4 µM]	-22%
Cn1c(=O)c2c(O)c(C=NCc3ccccc3)c(=O)n(C)c2n(C)c1=O
 : -9%	1%	i	6%	-5%	-1%	1%	-3%
O=C1CSC(=Nc2ccc(Cl)cc2)N1Cc1ccco1
 : nt	-4%	-10%	5%	-5%	1%	6%	0%
CCCNC(=O)CCn1c(=S)oc2ccccc21
 : nt	4%	-5%	5%	-4%	2%	nt	-4%
Cc1ccccc1C(=O)NNC(=O)CCc1ccccc1
 : -1%	nt	?	-5%	-4%	3%	?	-5%
N#C/C(=C\C=C\c1ccccc1)C(=O)NCc1cccnc1
 : ?	-7%	0%	14%	-1%	10%	2%	10%
COc1ccc(-n2c3c(cc(C(=O)NCc4ccco4)c2=O)C(=O)CC(C)(C)C3)cc1
 : 2%	-3%	2%	11%	-1%	17%	-13%	-2%
COc1cc(S(=O)(=O)N2CCC(O)(c3cccc(C(F)(F)F)c3)CC2)ccc1-n1cnnn1
 : -12%	-3%	4%	7%	2%	1%	7%[11.4 µM]	5%
COc1cccc(-c2nn(-c3ccccc3)cc2C(=O)n2nnc3ccccc32)c1
 : -8%	-11%	-2%	3%	-1%	-9%	nt	-11%
COc1ccc(N=C2S/C(=C\c3ccc(OC(C)C(=O)O)c(OC)c3)C(=O)N2CCc2c[nH]c3ccccc23)cc1 (stereo unspecified)
 : 3%	0%	i	8%	-3%	-4%	-13%	-5%
Cc1cc(C)c2c(c1)C1C=CCC1C(c1ccc(S(=O)(=O)N3CCOCC3)cc1)N2 (stereo unspecified)
 : -10%	-12%	-9%	-10%	-2%	9%	-4%	-11%
O=C(c1cc([N+](=O)[O-])ccc1N1CCOCC1)N1CCCCC1
 : -9%	-7%	-4%	-9%	1%	4%	9%	-15%
CCOC(=O)C1CCN(Cc2coc3c(Cl)cc(Cl)cc3c2=O)CC1
 : -3%	-12%	i	19%	-3%	-2%	6%	1%
Cc1cc(=O)oc2cc(Nc3ccccc3)ccc12
 : 7%	4%	-9%	11%	2%	3%	67%[activator]	-14%

Compound activity deposited in PubChem BioAssay by National Center for Advancing Translational Sciences (NCATS).

Only part of the results is shown; the hit share may differ from the screen's.
